F508del corr = CFTR F508del correction in bronchial cells; CFBE cells, YFP halide quenching; stimulated with forskolin plus potentiator P3; % fluorescence drop versus neutral controls; activity (quench increase), % at 7.58 µM; 0.36% of 350,000 active; AID 720511;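 active = mean added fluorescence quench of at least 8% versus neutral control, with both replicates also reaching 8%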;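 note: cells transiently co-express mutant CFTR-F508del with the halide-sensitive YFP; corrector assay measuring rescue of mutant channel to the surface after 24 h compound exposure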
PglD inh = PglD (C. jejuni) enzyme inhibition | purified PglD enzyme, DTNB colorimetric CoA detection | inhibition, % at 12.5 µM | 0.098% of 360,000 active | AID 602405; in the data active = inhibition above about 16%, passing the limit was not always enough; note: strong numbers were not always called active
Statin myotox sup = suppression of simvastatin myotoxicity; C2C12 myotubes + simvastatin, ATP luminescence, 48 h; scaled: DMSO 0, geranylgeraniol control 100; rescue of ATP level, % at 7.49 µM; 0.78% of 330,000 active;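 active = mean ATP rescue above about 67%, or every replicate alone reaching that limit, limit read from the data, passing the limit was not always enough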;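 note: myotubes were challenged with 10 µM simvastatin during compound exposure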
miR-122 sensor = inhibitors of miR-122 in Huh7 cells; Huh7 miR-122 Renilla luciferase sensor, 48 h; neutral wells = 0, positive control = 100; activation (reporter increase), % at 12.5 µM; 0.3% of 340,000 active; AID 602342;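 active = mean replicate activation score at least 90 and every replicate individually at or above 90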;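 note: higher luciferase means less miR-122 activity so hits act as miR-122 inhibitors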
PGC1a acetyl inh = PGC1a acetylation modulation, inhibitor mode | U2OS PGC1a acetylation, AlphaScreen anti-acetyl-lysine; with virally co-expressed GCN5 acetyltransferase | inhibition, % at 15.6 µM | 0.17% of 350,000 active | AID 651687;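 active = every replicate shows inhibition of at least 40%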;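 note: 0% = neutral control wells and 100% = positive control wells; some results beyond the cut were filed as inactive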
FN deposit inh = fibronectin deposition inhibition. AH1F fibroblasts, Alexa488-fibronectin deposition fluorescence, overnight. 0.086% of 350,000 active. inhibition, % at 12.6 µM;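 active = mean inhibition across replicates of 30% or more, regardless of how many single replicates reach that level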;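 note: positive control wells lacked labelled fibronectin entirely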
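Material: AH1F fibroblast monolayer depositing Alexa488-labelled fibronectin into matrix / Amount: 10000 AH1F cells per well / Signal: fluorescence 485/525 nm / Medium: DMEM, 2% serum / Compound: single dose, pinned / Incubation: 1 h cell adhesion before compound, then overnight fibronectin incubation / Reagent: Alexa488-FN, 24 nM final / Read-out: inhibition of fibronectin deposition signal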
Cneo AK release = causes C. neoformans cell lysis; adenylate kinase release luminescence, 4 h; normalised: neutral wells 0, clomiphene wells 100; lysis activity, % at 15 µM; 0.2% of 360,000 active; AID 651654;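 active = mean lysis activity across replicates of at least 80%, whatever share of replicates individually reach that level; inactive = mean lysis activity below 80%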
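Schedule: static 4 h at 37 °C with compound, 1 h detection; system: C. neoformans cells; benchmarks: Clomiphene as positive control; buffer or medium: fresh YPD medium; measure: luminescence rise reflecting yeast cell lysis; measured by: luminescent adenylate kinase detection reagent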
INS-1E GSIS act = primary screen for activators of insulin secretion dependent on glucose, INS-1E cells, GLuc reporter luminescence | activation, % at 16.6 µM | 0.61% of 370,000 active | INS-1E GLuc reporter insulin secretion, 2-3 h;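 active = lowest replicate activation of at least 40%, so every replicate reaches that level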;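 note: 0% = median of neutral control wells and 100% = median of IBMX positive control wells; some compounds called inactive have numbers as strong as hits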
* marks the source's active call; other numbers are inactive results; nt = not tested or not shown; & = joins results of further samples; [ ] = dose if it differs, or a comment.

The first 3 compounds, to show the layout:
SMILES	F508del corr	PglD inh	Statin myotox sup	miR-122 sensor	PGC1a acetyl inh	FN deposit inh	Cneo AK release	INS-1E GSIS act
CN1CCN(CC(=O)Nc2ccccc2C(F)(F)F)CC1	1.1	-4	-1	1	3	8	-1	-5
CC(=O)NC(CC(=O)NCC(=O)Nc1ccc(F)c(F)c1)c1ccccc1 (stereo unspecified)	-2.5	0	1	nt	nt	8	6	-5
CCOC(=O)CSc1ccc2nnc(-c3ccccc3)n2n1	0.4	4	0	-7	1	5	-1	nt

Main list, previewed entries included:
SMILES	F508del corr	PglD inh	Statin myotox sup	miR-122 sensor	PGC1a acetyl inh	FN deposit inh	Cneo AK release	INS-1E GSIS act
CN1CCN(CC(=O)Nc2ccccc2C(F)(F)F)CC1	1.1	-4	-1	1	3	8	-1	-5
CC(=O)NC(CC(=O)NCC(=O)Nc1ccc(F)c(F)c1)c1ccccc1 (stereo unspecified)	-2.5	0	1	nt	nt	8	6	-5
CCOC(=O)CSc1ccc2nnc(-c3ccccc3)n2n1	0.4	4	0	-7	1	5	-1	nt
CCCCc1nc2ccccc2[nH]1	4.5	nt	nt	nt	4	-12	nt	3
Cc1cc(C(F)F)n2ncc(C(=O)O)c2n1	nt	-3	10	-6	9	nt	0	8
O=C(Nc1ccc2ncccc2c1)c1ccccc1	-0.7	-1	3	-4	18	-1	1	2
CCOC(=O)c1c(C)[nH]c(C)c1S(=O)(=O)NCC1CCN(Cc2cccc(F)c2)CC1	-0.1	-5	-1	2	14	1	1	43
Cc1ccc(-n2ccnc2SCC(=O)O)cc1C	-3.7	1	-9	-4	-9	12	-3	11
Cc1ccc(-n2ncc3c(=O)n(CC#N)cnc32)cc1C	nt	6	nt	43	2	nt	-1	nt
C[C@H](NC(=O)c1nc[nH]c1C(=O)NCCCCCNC(=O)OC(C)(C)C)C(=O)OCc1ccccc1	0.0	-1	5	nt	nt	-13	6	12
Cc1ccc(S(=O)(=O)N2CCN(C(=O)COC(=O)CCc3ccccc3)CC2)c(C)c1	-4.8	-5	-1	-2	2	10	-4	nt
CN(C(=O)c1ccncc1)C1CC(C)(C)N(O)C(C)(C)C1	nt	-2	nt	-4	-13	nt	0	9
CCCCn1nc(NC(=O)c2cccs2)c2cc3cc(OC)ccc3nc21	nt	-9	nt	1	0	nt	-5	nt
COc1ccccc1NS(=O)(=O)c1ccc(C(=O)NCCCN2CCOCC2)cc1	3.1	0	-5	-1	-2	-11	nt	1
CC(=O)N1[C@H](CN(CC2CCC2)C(=O)CC2CC2)[C@@H](c2ccccc2)[C@@H]1CO	-4.7	0	16	0[16.7 µM]	1	-6	3	-1
CCOc1ccccc1N1CCN(C(=O)CNC(=O)c2ccc(OC)c(OC)c2)CC1	-0.1	3	5	-8	-9	-1	3	14
Cc1csc(N(C(=O)c2ccc(S(=O)(=O)N(C)C)cc2)c2ccccc2)n1	nt	0	-7	1	3	nt	11	nt
Cc1ccc(CSc2nnnn2C)cc1	nt	-2	-4	3	-1	-1	0	nt
Cc1cc(=O)n2c(n1)NC(Nc1cccc(C)c1C)=NC2c1ccc(F)cc1 (stereo unspecified)	0.2	-1	-4	1	-6	1	-1	7
COc1ccc(NC(=O)Nc2cccc3c2O[C@@H](CN(C)C(=O)Nc2ccc(F)cc2)[C@H](C)CN([C@@H](C)CO)C3=O)cc1	-2.4	5	3	1[16.7 µM]	1	9	2	-7
Cc1noc(C)c1NC(=O)Nc1ccc2c(c1)C(=O)N([C@H](C)CO)C[C@@H](C)[C@H](CN(C)C(=O)Nc1cccc3ccccc13)OCCCC[C@@H](C)O2	-1.0	3	nt	0[16.7 µM]	-15	2	0	-45
Cn1c(SCC(=O)N2CCOCC2)nc2c(c1=O)SCC2	-0.3	0	-4	-2	5	-11	1	24
CCCNS(=O)(=O)c1ccc(CCC(=O)NCc2ccc3c(c2)OCO3)cc1	nt	-4	nt	7	-4	nt	3	-8
N/C(=N\S(=O)(=O)c1cc(C(F)(F)F)cc(C(F)(F)F)c1)c1cccs1	nt	nt	14	55	3	-2	nt	-1
COCC#Cc1ccc2c(c1)O[C@@H](CN(C)Cc1ccncc1)[C@H](C)CN([C@@H](C)CO)S2(=O)=O	-1.2	-1	-41	-8[16.7 µM]	1	-2	3	-4
CO[C@@H](CN(C)S(=O)(=O)c1cccc(Cl)c1)[C@@H](C)CN([C@H](C)CO)S(=O)(=O)c1cccc(Cl)c1	2.2	5	-11	nt	-27	-12	1	-1
Cc1ccc(-c2noc(-c3ccccc3F)n2)cc1	-3.5	nt	-6	6	10	1	nt	-4
CN1CCN(c2ccc(S(=O)(=O)N3CCCCC3)cc2NC(=O)CCc2ccccc2)CC1	0.1	1	-4	nt	nt	-10	2	-1
Cc1noc(C)c1NC(=O)Nc1ccc2c(c1)CC(=O)N([C@H](C)CO)C[C@H](C)[C@H](CN(C)Cc1ccccc1)O2	-3.5	-1	17	-7[16.7 µM]	nt	nt	-6	6
CCOc1cc(NC(=S)NCCCN2CCOCC2)c(OCC)cc1NC(=O)c1ccco1	-1.5	4	-1	nt	nt	0	1	-2
Cc1ccc(S(=O)(=O)N(C)C[C@H]2Oc3ccc(NC(=O)CCN4CCOCC4)cc3C(=O)N([C@H](C)CO)C[C@H]2C)cc1	0.2	-2	10	20[16.7 µM]	1	nt	-1	9
C[C@@H]1CN([C@@H](C)CO)C(=O)c2cc(NC(=O)Nc3ccc(F)cc3)ccc2O[C@@H](C)CCCCO[C@@H]1CN(C)C(=O)c1ccccc1	-1.3	6	nt	10[16.7 µM]	3	nt	-3	-3
COc1ccc(S(=O)(=O)N(C)C[C@@H]2OCCCC[C@@H](C)Oc3ccc(NC(=O)Nc4ccc(F)cc4)cc3C(=O)N([C@H](C)CO)C[C@@H]2C)cc1	-3.3	-2	-2	-1[16.7 µM]	-2	4	0	7
CC(OC(=O)C1=COCCO1)C(=O)Nc1ccc(Oc2ccccc2)cc1 (stereo unspecified)	nt	4	0	-6	-22	12	-3	nt
CCCS(=O)(=O)N1CCC(C(=O)NCc2ccccc2Cl)CC1	nt	2	-2	-9	11	nt	0	nt
CC(=O)c1ccc(N2CCN(C(=O)c3ccccc3SCC(=O)NCc3ccco3)CC2)c(F)c1	2.0	-3	19	2	4	-3	-2	16
CCc1cc2c(SCC(=O)N(C)C3CCS(=O)(=O)C3)ncnc2s1 (stereo unspecified)	-1.1	3	8	17	1	2	0	9
COC(=O)[C@H]1[C@H](CO)[C@H]2Cn3c(ccc(-c4ccccc4F)c3=O)[C@H]2N1C(=O)c1cnccn1	-2.6	-2	1	7[16.7 µM]	nt	nt	1	-5
Cc1c(CCC(=O)NCCCC(=O)O)c(=O)oc2cc3oc4c(c3cc12)CCCC4	1.3	-1	4	0	8	2	-2	3
Cc1ccc(CNC(=O)C2CCCN(S(=O)(=O)c3ccc(F)cc3)C2)cc1 (stereo unspecified)	1.9	5	8	2	nt	nt	0	51
CC(C)OC(=O)C(C)Nc1n[nH]c(=S)[nH]c1=O (stereo unspecified)	-1.5	nt	nt	nt	13	-2	nt	0
O=C(Cn1ccc(=O)[nH]c1=O)c1ccc([N+](=O)[O-])o1	-6.8	1	22	-3	-6	2	0	-6
C[C@H](NC(=O)c1ccccc1F)C(=O)N1CCC2(CC1)NCCc1[nH]cnc12	1.6	-6	21	-8	5	12	-2	3
CCC(=O)N1[C@@H]2CN(C(=O)Nc3ccc(Cl)cc3)c3ccccc3[C@@H]2[C@@H]1CO	5.2	1	0	33[16.7 µM]	1	-7	-2	-11
CC(C)(C)c1ccc(C(=O)c2c[nH]c(C(=O)NCc3cccs3)c2)cc1	nt	-2	-2	2	-11	nt	-1	nt
Cc1ccc(CC(NC(=O)c2ccccc2)C(=O)N2CCCC2C(=O)O)cc1 (stereo unspecified)	nt	5	5	-3	18	9	-2	1
O=C(C1CCN(S(=O)(=O)c2cnc[nH]2)CC1)N1CCN(Cc2ccc3c(c2)OCO3)CC1	nt	1	4	2	40	nt	2	-3
CCCC(=O)Nc1c2c(nn1-c1ccccc1)CSC2	-1.3	-1	-4	-7	1	4	-1	-7
Cc1ccc(C(=O)COC(=O)c2cn3ccccc3n2)cc1	-1.2	-5	-1	6	-18	nt	9	9
CCC(C)c1ccccc1N1CC(C(=O)NCCC2=CCCCC2)CC1=O (stereo unspecified)	2.5	1	1	-6	-13	0	1	-15
COc1ccc(-n2c(=S)[nH]c3cc(C(=O)Nc4ccc(OC)c(OC)c4)ccc3c2=O)cc1	nt	1	nt	5	-1	nt	7	76*
CCc1ccc(/C=C2\SC(=S)N(CCC(=O)NCCCN3CCOCC3)C2=O)cc1	4.4	2	15	-22	nt	0	-2	-15
CCOc1ccc(NC(=O)Nc2nnc(CC)s2)cc1	nt	1	14	-4	34	nt	2	-12
COc1ccc(S(=O)(=O)N(C)C[C@H]2OCCCC[C@H](C)Oc3ccc(NC(=O)C4CCCCC4)cc3C(=O)N([C@H](C)CO)C[C@H]2C)cc1	-0.4	0	nt	8[16.7 µM]	1	-1	-1	0
COc1cccc(-c2cnc(C(O)c3ccc(Cl)c(Cl)c3)[nH]2)c1 (stereo unspecified)	0.4	4	6	24	nt	-7	-1	nt
COc1cccc(C#Cc2cnc3c(c2)C(=O)N([C@H](C)CO)C[C@H](C)[C@H](CN(C)C(=O)C2CCOCC2)O3)c1	0.0	1	17	-4[16.7 µM]	4	nt	1	8
Cn1cnc(S(=O)(=O)N2[C@@H]3CNC[C@H]2C3c2ccc(-c3ccccc3)cc2)c1 (stereo partly specified)	-1.8&-1.4	nt	nt	nt	-3	-4&-4	nt	13&6
O=C(CSc1nnc(NC(=O)c2ccccc2)s1)NC1CCCC1	-1.0	3	-2	10	-13	0	-6	-1
C[C@@H]1CN([C@@H](C)CO)C(=O)c2cc(C3=CCCC3)cnc2O[C@@H]1CN(C)S(C)(=O)=O	2.3	-3	10	nt	5	nt	-1	9
Cc1ccc(CNC(=O)CN(C(=O)C2(C)CC(=O)N=C3C=CC=CN32)c2cc(C)ccc2C)cc1 (stereo unspecified)	2.0	1	12	4	-2	11	0	6

Next part
SMILES	F508del corr	PglD inh	Statin myotox sup	miR-122 sensor	PGC1a acetyl inh	FN deposit inh	Cneo AK release	INS-1E GSIS act
Cc1noc(C)c1NC(=O)Nc1cccc2c1O[C@@H](CN(C)C)[C@H](C)CN([C@@H](C)CO)C2=O	-0.2	-6	-2	3[16.7 µM]	-2	nt	5	1
COc1ccc(C(=O)Nc2nnc(C(F)(F)F)s2)cc1	nt	1	nt	5	-2	nt	-5	nt
CCN1CCN(C(=O)Cn2c(=O)sc3ccccc32)CC1	1.7	-2	3	-3	3	4	-1	1
CO[C@H]1CN(C)C(=O)c2cc(NS(=O)(=O)CC(F)(F)F)ccc2OC[C@@H](C)N(C)C[C@H]1C	nt	5	1	1[16.7 µM]	nt	nt	-3	12
Oc1c(CN2CCOCC2)cc(COCc2ccccc2)c2cccnc12	nt	2	nt	4	16	2	6	-11
O=C(NC1CCCC1)c1ccccc1OCc1ccccc1	-2.7	7	1	13	-10	6	-5	5
COC(=O)C1=C(C)N(CCc2cc(OC)c(OC)c(OC)c2)C(=O)N[C@H]1c1ccccc1	2.5	0	3	-5	-6	1	-2	-2
N#C[C@@H]1[C@H](c2ccc(C#Cc3ccccc3F)cc2)[C@H](CO)N1C(=O)C1CCCCC1	2.3	4	4	nt	0	-1	-2	-1

Screening data from PubChem BioAssay.

An unsorted share of the library, and some 2.1% of all compounds hit somewhere here.
